GPR35 antagonists: GPR35 antagonists blocking zaprinast-driven arrestin recruitment, primary screen, imaging, U2OS, beta-arrestin-GFP, zaprinast agonist (AID 2058) | U2OS GPR35 beta-arrestin-GFP translocation imaging, zaprinast antagonism; higher % means a stronger effect | inhibition, % at 10 µM; hits with a dose series show IC50 in µM | 0.052% of 290,000 active;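 active means inhibition of at least 50% with at least 30 cells and total cytoplasm GFP at most 10,000,000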
NTR1 agonist: NTR1-driven beta-arrestin-GFP spot formation – imaging, U2OS cells, high content, primary screen (AID 493036) | agonist mode | activation, % at 20 µM | P30989 | 0.17% of 330,000 active;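 active means activation at or above 40% of the spot to cytoplasm intensity ratio, with at least 20 cells analyzed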;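 further: 0% = DMSO without peptide and 100% = 100 nM NTR1 peptide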
Target sequence (P30989 whole entry, looked up): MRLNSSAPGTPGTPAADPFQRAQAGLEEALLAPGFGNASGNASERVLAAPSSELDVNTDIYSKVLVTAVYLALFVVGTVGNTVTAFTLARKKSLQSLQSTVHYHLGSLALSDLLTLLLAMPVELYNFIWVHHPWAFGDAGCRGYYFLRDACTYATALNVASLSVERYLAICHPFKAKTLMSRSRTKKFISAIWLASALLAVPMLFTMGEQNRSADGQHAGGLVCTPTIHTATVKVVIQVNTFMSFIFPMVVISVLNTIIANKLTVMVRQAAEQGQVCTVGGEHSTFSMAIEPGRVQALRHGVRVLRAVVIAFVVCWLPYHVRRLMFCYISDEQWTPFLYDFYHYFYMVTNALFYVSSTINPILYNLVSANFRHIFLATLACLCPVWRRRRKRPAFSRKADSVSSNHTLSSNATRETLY
GPR55 activation: selective activators of receptor GPR55 – imaging, U2OS cells, beta-arrestin-GFP redistribution, primary screen (AID 1961) | activation, % at 10 µM; hits with a dose series show EC50 in µM | U2OS GPR55 beta-arrestin-GFP redistribution imaging; higher % means a stronger effect | 0.048% of 290,000 active;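 active means activation above 40% with more than 50 cells counted in the well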;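 further: U2OS osteosarcoma cells stably expressing GPR55 and beta-arrestin-GFP; plate controls were DMSO negative control for no effect and LPI positive control for full effect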
Dengue-2 NS5 capping: Dengue-2 NS5 methyltransferase inhibitors, primary screen, biochemical, confirmation dose response (AID 588689). Dengue-2 NS5 methyltransferase capping enzyme assay, biochemical; higher % means a stronger effect. inhibition, % at 25 µM, or IC50 in µM where a hit was titrated. 0.3% of 340,000 active; in the data active means a potency from the dose series
UTI89 phage lysis: protection from phage-mediated lysis, alamar blue read-out – E. coli UTI89, K1F phage, bacterial capsule biogenesis inhibitors (AID 488966). 0.02% of 340,000 active. E. coli UTI89 K1F phage lysis, alamar blue, 2 h; higher % means a stronger effect. inhibition, % at 100 µM; hits with a dose series show IC50 in µM;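 active means phage lysis inhibition, versus mean bacterial control, above a set limit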;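 further: capsule biogenesis inhibitors block K1F phage lysis so surviving cells raise fluorescence; higher fluorescence means more inhibition of phage lysis; actives were called in the ten point dose series up to 300 µM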
GPR55 antagonists: GPR55 antagonists blocking LPI-driven arrestin recruitment, primary screen, imaging, U2OS, beta-arrestin-GFP, LPI agonist (AID 2013); 0.13% of 290,000 active; U2OS GPR55 beta-arrestin-GFP translocation imaging, LPI antagonism; higher % means a stronger effect; inhibition, % at 10 µM; hits with a dose series show IC50 in µM;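 active means spots per cell inhibited over 60%, with over 100 cells counted and total cytoplasm intensity under 500,000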;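 further: U2OS cells stably carrying GPR55 and arrestin-GFP stimulated by 5 µM LPI near EC80; imaged beta-arrestin-GFP aggregate spots per cell after agonist stimulation; plate controls were LPI-stimulated DMSO wells for no effect and DMSO wells without LPI for full effect; some results filed as inactive read as strong as hits; confirmed hits need IC50 under 10 µM and bright autofluorescent wells are also inconclusive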
SIAH1 antagonists: Siah-1 peptide-binding antagonists, primary screen, biochemical, fluorescence polarization, rhodamine-plectin, uHTS (AID 1817); displacement, % at 20 µM, or IC50 in µM where a hit was titrated; 0.02% of 290,000 active; Siah-1 / rhodamine-plectin peptide fluorescence polarization; higher % means a stronger effect;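 active means displacement of at least 50% at 20 µM, with a fluorescence ratio check between 0.3 and a set limit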;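 further: plate controls were Siah plus tracer with DMSO for no effect and tracer alone without Siah for full effect; strong numbers were not always called active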
HIV peptide binding: inhibitors of HIV fusion peptide binding, primary screen, biochemical, uHTS, fluorescence dequenching (AID 1986) | cell-free peptide binding, fluorescence dequenching, 30 min; higher % means a stronger effect | one-dose inhibition, % at 20 µM; IC50 in µM for titrated hits | 0.3% of 290,000 active; in the data active means inhibition mostly above about 52%, no sharp cut-off; inactive means mostly below about 76%; further: some results filed as inactive read as strong as hits
AID2073: inhibitors of Mint1-CaV2.2 protein interaction, biochemical, HTRF (AID 2073); HTRF protein-protein interaction, Mint1-CaV2.2; higher % means a stronger effect; one-dose inhibition, % at 20 µM; IC50 in µM for titrated hits; 0.19% of 290,000 active; in the data active means inhibition mostly above about 51%, no sharp cut-off; further: some results filed as inactive read as strong as hits
NTR1 agonist cell count 20 µM: also measured in NTR1 agonist; calls as there; cell count; measured here: cell count, cytotoxicity flag
Dengue-2 NS5 capping pilot replicate: also measured in Dengue-2 NS5 capping; calls as there; inhibition, %; measured here: pilot screen replicate inhibition
An asterisk follows results filed as active; i = inactive; nt = not tested or not shown; [ ] = remark or other dose.

SMILES	GPR35 antagonists	NTR1 agonist	NTR1 agonist cell count 20 µM	GPR55 activation	Dengue-2 NS5 capping	UTI89 phage lysis	GPR55 antagonists	SIAH1 antagonists	HIV peptide binding	AID2073	others
O=c1[nH]c(CSc2nnc(-c3cccnc3)n2C2CCCCC2)nc2ccccc12	-17%	4.4	78	-0.1%	-2%	-1.0%	-3%	-1%	-2.5%	-3%
Cc1c(NC(=O)/C(C#N)=C/c2ccc(-c3cccc(Cl)c3)o2)c(=O)n(-c2ccccc2)n1C	-5%	2.4	82	-0.2%	1%	-1.2%[50 µM]	-2%	7%	-1.3%	4%
Cc1cc(=O)[nH]c(SCC(=O)Nc2ccc(Br)cc2)c1C#N	-14%	4.7	55	0.0%	4%	i	2%	2%	-0.7%	1%
NC(=NCCc1ccc(Cl)cc1)NS(=O)(=O)c1ccc(F)cc1	3%	1.1	56	0.2%	-7%	2.5%	6%	16%	-1.5%	41%
O=C(N/N=C/c1ccc(O)cc1)c1csc2ccccc12	14%	-0.3	57	0.3%	-7%	0.4%	11%	0%	-3.1%	2%
Cc1cc(N/N=C/c2ccncc2)c([N+](=O)[O-])cc1[N+](=O)[O-]	-8%	2.9	70	-0.2%	-6%	1.0%	3%	5%	-1.8%	13%
Cc1ccc(OCCCn2ccnc2)c([N+](=O)[O-])c1	13%	1.2	39	0.2%	-3%	-3.4%	12%	5%	1.0%	7%
CCCc1nc2c(=O)n(C)c(=O)nc-2n(C)n1	-10%	nt	nt	0.0%	9%	0.2%	-5%	-5%	1.9%	0%
Cc1ccc(CCN2CC(C(=O)NCc3ccc4c(c3)OCO4)CC2=O)cc1 (configuration not stated)	7%	-0.4	53	0.3%	-1%	0.2%	3%	4%	-0.1%	12%
COc1ccc(C2C3C=CCC(c4cccc(-c5ccc(C)cc5)c4)C3C(=O)N2Cc2ccccc2)cc1Cl (configuration not stated)	11%	-0.4	64	-0.1%	-6%	-0.8%	34%	9%	3.1%	27%
c1sc2[n+](c1C13CC4CC(CC(C4)C1)C3)CCS2	6%	-1.2	54	-0.2%	-2%	3.9%	12%	-7%	-3.0%	-3%
Cc1ccc(C2CC(=O)c3cnc(N4CCc5ccccc5C4)nc3C2)cc1 (configuration not stated)	3%	4.0	95	-0.1%	-4%	0.5%	13%	-2%	-1.6%	-16%
Cc1cc(-c2ccc(Cl)cc2)c2cnn(C(C)C)c2n1	1%	1.5	111	-0.1%	-2%	0.0%	-2%	4%	-0.5%	-2%
C#CCOCCOCCOCCNc1nc(N2CCN(C(=O)[C@H](CCC(=O)O)n3cc(C(N)CC(C)C)nn3)CC2)nc(N2CCN(C(=O)[C@H](Cc3ccc(O)cc3)n3cc(C(N)CC(C)C)nn3)CC2)n1 (some centres not stated)	-17%	4.4	94	-0.2%	4%	-0.3%	12%	2%	-2.3%	4%
C[C@]1(C(=O)NCCCNc2ncc(C(F)(F)F)cc2Cl)C=C[C@@H](Cc2ccccc2)N1C(=O)c1ccccc1	-2%	16	110	0.2%	-6%	0.0%	-3%	-5%	-2.4%	1%
O=Cc1ccc(-n2nncc2-c2ccc([N+](=O)[O-])cc2)cc1	-18%	0.6	39	-0.2%	-10%	-0.9%	2%	-1%	0.1%	9%
CC1(C)Cc2c(c(=S)nc(-c3ccccc3)n2CCCN2CCOCC2)CO1	-8%	-1.2	38	-0.3%	-7%	-0.8%	-6%	-2%	2.8%	1%
CCc1ccccc1N(C(=O)CNC(=O)c1ccco1)C(C(=O)NC1CCCC1)c1cccnc1 (configuration not stated)	-11%	-1.1	53	0.5%	-3%	0.0%	-2%	1%	0.6%	0%
O=C(c1ccc(COc2ccc(Cl)cc2)o1)N1N=C(C(F)F)CC1(O)C(F)F (configuration not stated)	7%	5.0	48	-0.2%	-1%	3.3%	7%	20%	4.1%	4%
CCOc1ccc(NC(=O)CC2C(=O)N(c3cccc(OC)c3)C(=O)N2CCOC)cc1 (configuration not stated)	-9%	2.3	76	-0.1%	-3%	-0.1%[50 µM]	3%	-4%	-1.7%	14%

Entries shown so far with fluorine:
SMILES	GPR35 antagonists	NTR1 agonist	NTR1 agonist cell count 20 µM	GPR55 activation	Dengue-2 NS5 capping	UTI89 phage lysis	GPR55 antagonists	SIAH1 antagonists	HIV peptide binding	AID2073	others
NC(=NCCc1ccc(Cl)cc1)NS(=O)(=O)c1ccc(F)cc1	3%	1.1	56	0.2%	-7%	2.5%	6%	16%	-1.5%	41%
C[C@]1(C(=O)NCCCNc2ncc(C(F)(F)F)cc2Cl)C=C[C@@H](Cc2ccccc2)N1C(=O)c1ccccc1	-2%	16	110	0.2%	-6%	0.0%	-3%	-5%	-2.4%	1%
O=C(c1ccc(COc2ccc(Cl)cc2)o1)N1N=C(C(F)F)CC1(O)C(F)F (configuration not stated)	7%	5.0	48	-0.2%	-1%	3.3%	7%	20%	4.1%	4%

Next records
SMILES	GPR35 antagonists	NTR1 agonist	NTR1 agonist cell count 20 µM	GPR55 activation	Dengue-2 NS5 capping	UTI89 phage lysis	GPR55 antagonists	SIAH1 antagonists	HIV peptide binding	AID2073	others
CCc1ccc2[nH]c3nc(SCCN4CCOCC4)nnc3c2c1	4%	2.8	55	-0.3%	-15%	0.7%	3%	-1%	-1.0%	-32%
OCCOCCNc1ncnc2c1c(-c1ccccc1)cn2-c1ccccc1	-9%	0.6	63	-0.2%	-6%	0.1%	3%	8%	0.5%	2%
COc1ccc(S(=O)(=O)N(CCCN2CCCC2=O)Cc2cc3cc(C)c(C)cc3[nH]c2=O)cc1	-10%	nt	nt	-0.1%	nt	-0.3%	3%	4%	0.2%	-2%
CCOc1cc(/C=N/Nc2nc(N3CCCC3)nc(N3CCCC3)n2)ccc1O	-5%	10	67	-0.4%	-9%	4.6%	2%	0%	-2.2%	-1%
CCN=C(Nc1ccc2c(c1)OCO2)SC1CC(=O)N(c2ccccc2F)C1=O (configuration not stated)	5%	0.1	49	-1.0%	-4%	0.2%	2%	1%	-2.0%	-1%
COCC(=O)N1CCCC(C(=O)c2ccc(-c3ccccc3)c(F)c2)C1 (configuration not stated)	-26%	2.8	57	0.2%	1%	-0.1%	8%	5%	-0.4%	-9%
CSCCC1NC(=O)NC1=O (configuration not stated)	-1%	1.7	48	-0.1%	nt	nt	4%	0%	-3.8%	-4%
Cc1ccc(CN2C(=O)CCC2C(=O)NCCc2ccccc2)cc1 (configuration not stated)	1%	2.6	95	0.0%	-4%	0.1%	0%	-5%	0.3%	1%
CC(C)CC(c1nnnn1C1CCCC1)N1CCN(c2ccccc2F)CC1 (configuration not stated)	1%	0.0	71	-0.1%	3%	0.5%	3%	4%	-0.3%	1%
O=C(Nc1cc(Cl)ccn1)C1(c2ccccc2)CC1(Cl)Cl (configuration not stated)	18%	-0.6	33	0.2%	-7%	1.8%	-2%	2%	1.3%	1%
O=C(Nc1cccc(Cl)c1)c1cc([N+](=O)[O-])ccc1N1CCN(CCO)CC1	-5%	2.1	38	-0.1%	-1%	0.3%	3%	5%	-1.5%	4%
Cn1c(SCC(=O)NC2CCCCC2)nnc1-c1cccc(N)c1	-2%	0.4	51	0.2%	-1%	1.0%	0%	-4%	-4.0%	-14%
CC1(C)CC(=O)C2=C(C1)N(c1cccnc1)C(N)=C(C#N)C2c1cccs1 (configuration not stated)	11%	2.0	66	-0.1%	-2%	1.3%[50 µM]	12%	1%	3.7%	-5%
Cc1onc(-c2ccccc2)c1C(=O)N1CCC(CO)(Cc2ccccc2)CC1	-4%	1.4	50	-0.1%	1%	0.2%	-14%	-8%	-0.9%	14%
COc1ccc(C2CC(c3cccs3)=NN2C(=O)CSC2=NN3CCCC(=O)N=C3S2)cc1 (configuration not stated)	-17%	0.7	86	0.2%	-3%	0.4%	2%	0%	2.7%	8%
O=C(COC(=O)c1cc(S(=O)(=O)N2CCOCC2)ccc1O)NCC1CCCO1 (configuration not stated)	7%	0.4	56	-0.1%	-1%	0.7%	5%	-8%	-3.1%	2%
O=C(c1ccccc1)N1C(=O)C(c2ccccc2)Oc2ccccc21 (configuration not stated)	11%	-0.2	52	-0.1%	0%	-0.5%	-1%	13%	1.1%	-12%
CCCn1nc2cc(C(=O)NCc3ccccc3)ccc2c1OCC	-14%	0.8	75	0.0%	-11%	0.8%	nt	-2%	-1.5%	12%
COC(=O)c1cccc(NC(=O)C(C)(C)C)c1	-15%	0.0	44	-0.1%	-15%	-0.2%	-1%	3%	0.7%	19%
CN(CC(=O)NC1CCCCCC1)S(=O)(=O)c1cnc[nH]1	7%	0.1	53	0.2%	-1%	-1.3%	8%	3%	-2.6%	0%

Sorted by count of non-hydrogen atoms (smallest number first): three of the compounds above
SMILES	GPR35 antagonists	NTR1 agonist	NTR1 agonist cell count 20 µM	GPR55 activation	Dengue-2 NS5 capping	UTI89 phage lysis	GPR55 antagonists	SIAH1 antagonists	HIV peptide binding	AID2073	others
O=C(c1ccccc1)N1C(=O)C(c2ccccc2)Oc2ccccc21 (configuration not stated)	11%	-0.2	52	-0.1%	0%	-0.5%	-1%	13%	1.1%	-12%
CC1(C)CC(=O)C2=C(C1)N(c1cccnc1)C(N)=C(C#N)C2c1cccs1 (configuration not stated)	11%	2.0	66	-0.1%	-2%	1.3%[50 µM]	12%	1%	3.7%	-5%
Cc1onc(-c2ccccc2)c1C(=O)N1CCC(CO)(Cc2ccccc2)CC1	-4%	1.4	50	-0.1%	1%	0.2%	-14%	-8%	-0.9%	14%

Later entries
SMILES	GPR35 antagonists	NTR1 agonist	NTR1 agonist cell count 20 µM	GPR55 activation	Dengue-2 NS5 capping	UTI89 phage lysis	GPR55 antagonists	SIAH1 antagonists	HIV peptide binding	AID2073	others
CCOc1ccc(NC(=O)N[C@@H](CCSC)C(=O)OC)cc1	-9%	0.4	71	0.0%	0%	-2.9%	-11%	3%	0.0%	-4%
CC1(C)CC(NS(=O)(=O)c2ccc(F)cc2)CC(C)(C)N1	8%	-0.4	61	0.5%	1%	0.1%	-4%	7%	0.3%	17%	Dengue-2 NS5 capping pilot replicate=1.5
Cc1cc(Br)ccc1SCC(=O)OCC(=O)NC1CCCC1	7%	0.3	83	-0.8%	-9%	0.3%	-1%	8%	0.7%	6%
Cc1cc(C)nc(/N=C(\N)N2CCCCCC2)n1	11%	-0.9	75	-0.2%	-3%	1.5%[50 µM]	6%	-2%	-0.9%	1%
COc1ccc(-c2cc(C(F)(F)F)n3nc(C(=O)N4CCN5CCCC5C4)cc3n2)cc1OC (configuration not stated)	-3%	0.9	62	-0.1%	2%	0.2%	5%	-1%	-1.5%	19%
